Screening data as filed in PubChem BioAssay.
TcdB GH inh: TcdB glycohydrolase inhibition; TcdB glycohydrolase enzymatic assay, plate reader; P18177; inhibition, % at 9.99 µM; 0.24% of 350,000 active; in the data active = inhibition above about 10%
Target sequence (P18177 whole entry, looked up): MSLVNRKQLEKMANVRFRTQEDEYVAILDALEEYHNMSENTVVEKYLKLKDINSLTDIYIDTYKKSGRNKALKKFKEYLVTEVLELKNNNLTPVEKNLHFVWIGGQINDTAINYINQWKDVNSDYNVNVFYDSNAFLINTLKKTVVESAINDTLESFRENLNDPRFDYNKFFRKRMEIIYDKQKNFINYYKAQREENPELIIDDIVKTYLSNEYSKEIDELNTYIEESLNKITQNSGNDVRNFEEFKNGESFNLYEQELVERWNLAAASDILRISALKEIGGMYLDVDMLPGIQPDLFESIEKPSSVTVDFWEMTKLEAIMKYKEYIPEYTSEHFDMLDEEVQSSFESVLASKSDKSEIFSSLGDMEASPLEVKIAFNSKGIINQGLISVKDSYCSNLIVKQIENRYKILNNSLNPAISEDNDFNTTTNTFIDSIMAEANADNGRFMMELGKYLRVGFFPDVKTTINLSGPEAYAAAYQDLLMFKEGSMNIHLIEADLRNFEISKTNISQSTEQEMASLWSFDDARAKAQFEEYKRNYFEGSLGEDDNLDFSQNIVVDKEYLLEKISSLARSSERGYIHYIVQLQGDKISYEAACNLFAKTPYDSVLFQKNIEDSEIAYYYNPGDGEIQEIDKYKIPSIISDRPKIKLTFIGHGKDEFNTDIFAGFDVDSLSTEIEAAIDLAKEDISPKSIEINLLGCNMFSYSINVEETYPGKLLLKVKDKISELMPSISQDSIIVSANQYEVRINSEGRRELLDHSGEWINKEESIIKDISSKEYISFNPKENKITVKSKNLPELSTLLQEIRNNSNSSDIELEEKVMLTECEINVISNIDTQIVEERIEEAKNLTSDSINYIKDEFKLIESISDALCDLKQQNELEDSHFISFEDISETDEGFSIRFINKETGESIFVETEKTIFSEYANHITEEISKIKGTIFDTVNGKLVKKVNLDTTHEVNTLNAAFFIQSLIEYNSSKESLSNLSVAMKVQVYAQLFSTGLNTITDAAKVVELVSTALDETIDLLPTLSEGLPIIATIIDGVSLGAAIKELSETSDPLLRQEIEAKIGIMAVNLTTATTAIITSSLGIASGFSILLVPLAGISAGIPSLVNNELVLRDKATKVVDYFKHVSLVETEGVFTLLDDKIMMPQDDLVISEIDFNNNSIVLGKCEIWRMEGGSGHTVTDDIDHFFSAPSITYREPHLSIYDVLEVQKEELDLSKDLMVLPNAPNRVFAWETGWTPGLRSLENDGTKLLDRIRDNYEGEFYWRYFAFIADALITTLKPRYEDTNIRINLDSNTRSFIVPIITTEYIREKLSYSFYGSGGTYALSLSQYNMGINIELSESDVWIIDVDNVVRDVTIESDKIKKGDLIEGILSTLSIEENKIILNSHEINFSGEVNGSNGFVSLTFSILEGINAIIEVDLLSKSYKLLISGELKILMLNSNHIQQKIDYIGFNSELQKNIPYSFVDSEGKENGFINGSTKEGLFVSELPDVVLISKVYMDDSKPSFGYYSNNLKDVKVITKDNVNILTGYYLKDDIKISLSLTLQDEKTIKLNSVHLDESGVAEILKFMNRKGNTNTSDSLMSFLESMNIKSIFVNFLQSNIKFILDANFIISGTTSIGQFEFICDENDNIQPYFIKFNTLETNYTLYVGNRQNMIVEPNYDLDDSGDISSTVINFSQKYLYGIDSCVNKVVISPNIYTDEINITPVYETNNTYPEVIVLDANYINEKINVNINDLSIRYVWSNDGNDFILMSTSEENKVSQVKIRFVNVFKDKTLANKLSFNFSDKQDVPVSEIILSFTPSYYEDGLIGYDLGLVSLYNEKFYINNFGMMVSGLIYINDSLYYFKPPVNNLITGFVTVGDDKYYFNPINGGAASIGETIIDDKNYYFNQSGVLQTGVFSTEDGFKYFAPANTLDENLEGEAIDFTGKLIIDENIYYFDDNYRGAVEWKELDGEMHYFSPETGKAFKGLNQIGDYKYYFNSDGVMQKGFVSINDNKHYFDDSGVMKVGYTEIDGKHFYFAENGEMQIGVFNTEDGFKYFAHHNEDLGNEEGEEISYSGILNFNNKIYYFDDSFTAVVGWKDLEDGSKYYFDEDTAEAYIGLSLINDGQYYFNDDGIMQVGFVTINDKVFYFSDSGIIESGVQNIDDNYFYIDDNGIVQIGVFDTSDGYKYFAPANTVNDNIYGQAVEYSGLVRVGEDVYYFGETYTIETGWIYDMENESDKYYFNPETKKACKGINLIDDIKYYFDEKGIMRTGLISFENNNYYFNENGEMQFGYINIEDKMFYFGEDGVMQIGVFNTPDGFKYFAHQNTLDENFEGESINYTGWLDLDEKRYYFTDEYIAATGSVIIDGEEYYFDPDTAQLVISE
Rv3671c inh: Rv3671c (M. tuberculosis) protease inhibition | P9WHR9 | inhibition, % at 5.96 µM | 0.048% of 320,000 active | AID 2606; in the data active = inhibition above about 38%;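 note: extracellular domain of Rv3671c used as enzyme; 0% = enzyme with DMSO and 100% = no enzyme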
Anthrax LF inh2: blocks Bacillus anthracis lethal factor protease | 0.12% of 360,000 active | P15917 | multiplex microsphere protease cleavage assay, LF | inhibition, % at 10 µM | AID 588501; in the data active = inhibition above about 30%; note: plate controls were buffer without enzyme for full effect and enzyme alone for no effect
DUSP3 inh: blocks human VHR1 dual specificity phosphatase. recombinant VHR phosphatase, pNPP absorbance. inhibition, % at 13.3 µM. 0.52% of 290,000 active. AID 1654; in the data active = inhibition above about 50%; note: some compounds called inactive have numbers as strong as hits
MazEF act: increases E. coli MazEF RNase cleavage of RNA; FAM/BHQ RNA-DNA oligo cleavage fluorescence, 5 h; activation, % at 20 µM; 0.32% of 350,000 active; AID 504720; in the data active = activation above about 50%
BH1578 lux ind: inducers of Vibrio cholerae quorum light production without autoinducers. V. cholerae BH1578 lux reporter, luminescence, 6 h. activation, % at 18.7 µM. 0.16% of 350,000 active. AID 588436; in the data active = activation mostly above about 9.7%, no sharp cut-off; note: not every result past the cut was called active; inactives centre near 0; reference of the scale not given here
Y pestis TopoI: inhibitors of Yersinia pestis topoisomerase I | AID 504884 | 0.064% of 360,000 active | Y. pestis Topo-I cleavage product accumulation, plate reader | activity, % at 10 µM; in the data active = activity above about 50%, passing the limit was not always enough; note: inactives centre near 2
3CLpro inhibitor: SARS-CoV 3CLpro protease inhibition. AID 1706. recombinant SARS-CoV 3CLpro, quenched FRET peptide cleavage. P0C6X7. 0.14% of 290,000 active. inhibition, % at 6 µM; in the data active = inhibition above about 12%
PfHsp40 rescue: compounds rescuing yeast from Plasmodium falciparum HSP40 toxicity; AID 504582; growth rescue, % at 12.5 µM; 0.68% of 340,000 active; S. cerevisiae expressing PfHsp40, growth rescue, ATP luminescence; in the data active = growth rescue above about 28%, passing the limit was not always enough;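 note: yeast W303a lacking pdr1 and pdr3 grown in galactose medium; growth measured after three days at 30 °C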
PriA SSB inh: K. pneumoniae PriA-SSBct interaction inhibition. AlphaScreen SSBct-PriA binding, biotinylated peptide. inhibition, % at 33 µM. 0.6% of 430,000 active. AID 1272365; in the data active = inhibition mostly above about 37%, no sharp cut-off; inactive = mostly below about 20%;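 note: plate controls were negative control peptide for no effect and reference peptide for full effect; strong numbers were not always called active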
* marks the source's active call; other numbers are inactive results; i = inactive; . = no result given; & = joins results of further samples.

SMILES	TcdB GH inh	Rv3671c inh	Anthrax LF inh2	DUSP3 inh	MazEF act	BH1578 lux ind	Y pestis TopoI	3CLpro inhibitor	PfHsp40 rescue	PriA SSB inh
CC(C)(C)c1nnc(SCC(=O)c2ccccc2)n(N)c1=O	.	-2	-2	45	6	-0.4	-2	1	-1.6	-5
Cc1ccc(-n2c(COc3ccccc3)n[nH]c2=S)cc1	1.5	1	-1	12	2	-0.3	-9	8	-2.3	-9
CCCCC1=NN2CCS(=O)(=O)N=C2S1	5.8	-1	1	0	1	-0.3	4	-2	-0.9	-7
CC(C)(C)n1nnnc1C(c1cccs1)N(Cc1ccc(Cl)cc1)CC1CCCO1 (stereo not drawn)	1.9	-5	-6	-7	-4	0.4	5	4	1.0	-24
O=C1NC(=O)/C(=C\c2ccc(OCc3cccc([N+](=O)[O-])c3)cc2)N1	1.4	-9	-1	11	-14	-1.4	21	-1	1.6	-17
COc1ccc(CNC(=O)C2Cc3c(-c4ccccc4)ccnc3O2)cc1OC (stereo not drawn)	1.0	.	-5	.	.	-0.8	20	.	.	.
COc1ccc(Cl)cc1S(=O)(=O)Nc1cccc(C(=O)O)c1	.	9	-8	4	0	6.2	-10	-3	2.2	-3
CCCCNC(=O)N(O)C1N(/N=C/c2ccc(N(C)C)cc2)C(=S)SC1(C)C (stereo not drawn)	3.9	-3	-6	0	3	0.9	-3	77*	-1.0	.
COc1ccc(N2CCN(S(=O)(=O)CCNC(=O)c3ccc(Br)o3)CC2)cc1	-2.0	3	-2	2	2	-0.4	-8	-5	-1.5	2
Cc1ccc(CONC(=O)c2ccc(Cl)cc2)cc1	0.5	3	5	.	3	-0.2	-9	.	0.1	-1

Pulled by structure from above, 5 records:
SMILES	TcdB GH inh	Rv3671c inh	Anthrax LF inh2	DUSP3 inh	MazEF act	BH1578 lux ind	Y pestis TopoI	3CLpro inhibitor	PfHsp40 rescue	PriA SSB inh
CCCCC1=NN2CCS(=O)(=O)N=C2S1	5.8	-1	1	0	1	-0.3	4	-2	-0.9	-7
COc1ccc(CNC(=O)C2Cc3c(-c4ccccc4)ccnc3O2)cc1OC (stereo not drawn)	1.0	.	-5	.	.	-0.8	20	.	.	.
CC(C)(C)c1nnc(SCC(=O)c2ccccc2)n(N)c1=O	.	-2	-2	45	6	-0.4	-2	1	-1.6	-5
Cc1ccc(CONC(=O)c2ccc(Cl)cc2)cc1	0.5	3	5	.	3	-0.2	-9	.	0.1	-1
COc1ccc(Cl)cc1S(=O)(=O)Nc1cccc(C(=O)O)c1	.	9	-8	4	0	6.2	-10	-3	2.2	-3

Later entries:
SMILES	TcdB GH inh	Rv3671c inh	Anthrax LF inh2	DUSP3 inh	MazEF act	BH1578 lux ind	Y pestis TopoI	3CLpro inhibitor	PfHsp40 rescue	PriA SSB inh
CCOC(=O)c1nn2c(C(F)(F)F)cc(-c3ccc(OC)cc3)nc2c1Br	1.0	2	-13	8	15	i	-4	0	-0.4	3
O=C1CC(N2CCN(c3ccccc3O)CC2)C(=O)N1Cc1ccccc1 (stereo not drawn)	-0.5	-3	-1	15	-2	i	8	1	1.3	-12
O=C(NNC(=S)Nc1ccccc1)NNC(=S)Nc1ccccc1	0.2	1	0	15	11	0.4	11	-2	-0.8	-14
OC(c1ccc(Cl)c(F)c1)c1ncc(-c2ccc(F)cc2)[nH]1 (stereo not drawn)	0.4	.	-4	.	.	i	-11	.	.	.
N#CC1=C(SCc2ccccc2)NC2=C(C(=O)CCC2)C1c1ccc2c(c1)OCO2 (stereo not drawn)	.	-3	-2	2	11	i	3	3	-1.1	15
CCC(C)(CC(=O)N(C)CCC#N)c1ccccc1 (stereo not drawn)	.	-4	-4	-18	2	i	11	1	0.5	0
Cc1ccccc1C(=O)N1CCC(C(=O)Nc2cc(C(F)(F)F)ccc2N2CCCC2)CC1	0.9	2	.	.	1	i	22	.	0.6	-1
Cc1ccc2nc(SCC(=O)Nc3ccc(F)cc3F)[nH]c2c1	.	13	-1	40	9	-0.5	2	0	4.8	-3
CCCc1nc2sc3c(c2c(=O)n1NC(=O)CCC(=O)OC)CCCC3	-5.3	-3	1	25	7	-0.4	-2	1	-0.4	-12
Cc1cccc(C(=O)OC(C)C(=O)Nc2ccc(S(=O)(=O)N3CCCC3)cc2)c1O (stereo not drawn)	-1.7	-26	-1	.	-2	-0.3	26	.	-0.5	-2
O=C(NNC(=O)c1ccc(F)cc1)c1ccncc1	-4.3	-6	-12	14	3	-0.1	8	-3	-1.0	2
O=[N+]([O-])c1ccc(NN=Cc2cccc3ccccc23)cc1	1.2	.	8	.	8	1.7	-18	.	-1.2	-17
O=C(CCc1nc2ccccc2c(=O)[nH]1)OCC(=O)N1CCc2ccccc21	0.9	-1	4	-12	4	-0.4	10	1	-0.3	1
CCOC(=O)c1[nH]c(C)c(CN(Cc2ccco2)C(=O)C(F)(F)F)c1C	.	0	-5	18	2	i	4	6	0.7	11
COc1ccc(CNC(=O)CN2C(=O)NC3(CCCCCC3)C2=O)cc1	0.3	0	-5	.	10	i	-1	.	2.5	-5
CC1CN(Cc2ccccc2)c2nc3c(c(=O)[nH]c(=O)n3C)n2C1 (stereo not drawn)	2.0	4	6	8	15	-0.5	2	-2	-0.8	-4
CCc1ccc(N(C(=O)c2csnn2)C(C(=O)NC2CCCC2)c2cccnc2)cc1 (stereo not drawn)	0.7	7	6	8	-1	-0.2	6	5	-1.3	-1
CC(/C=C/c1ccccc1)=N/NC(=O)CNC(=O)c1ccc2c(c1)OCO2	.	3	-5	21	1	i	2	-2	0.4	.
c1cnc2c(c1)ccc1ncccc12	-0.5	-13	-8	-4	0	i	10	0	0.1&1.8	-1
CC1=CC(C)(C)N(C(=O)CN2C(=O)CCC2=O)c2ccccc21	0.9	2	-4	18	2	-1.1	-9	0	-1.2	0
O=C1OC2(c3ccccc31)c1ccccc1-c1ccccc12	2.1	.	-6	.	3	i	20	.	0.9	-18
COC(=O)CCC(=O)N(C)CC1CCCN(CCc2cccc(C(F)(F)F)c2)C1 (stereo not drawn)	-0.7	-2	-1	12	17	0.8	-16	-3	-1.0	-17
COc1ccc(C(O)c2nc(-c3cccc(C(F)(F)F)c3)cs2)cc1 (stereo not drawn)	0.3	.	-7	.	.	-0.5	13	.	.	.
COC(=O)c1ccc(S(=O)(=O)NCc2ccco2)o1	0.2	7	-3	17	7	0.6	1	-3	-0.8	-4
CCc1c(C)nc2ncnn2c1Nc1ccc(C)cc1	0.3	4	-2	21	6	i	6	0	0.8	-9
CNCCC=C1c2ccccc2CCc2ccccc21	1.3	6	-14	-3	14	6.2	-5	-1	2.7	-4
O=C(CN(CCO)c1ccccc1)NC12CC3CC(CC(C3)C1)C2	.	-2	3	8	6	i	9	-2	-0.4	0
CCOc1ccc(C/C(N)=N/n2cnnc2)cc1	0.9	-6	6	12	6	i	4	2	3.4	.
Cc1nc2c(n1C1CCCCC1)C(=O)c1ccccc1C2=O	.	-11	-4	15	-3	-0.4	-2	5	-0.1	19
CCSc1ccccc1C(=O)NCc1cccnc1	0.2	-2	-1	34	4	-0.7	5	-2	-1.8	-2
CCc1nc2c(OCc3ccccc3C)cccn2c1N(C)C(=O)c1ccc(C)cc1	-0.9	.	-3	.	.	-0.6	27	.	.	.
COc1ccc(NC(=O)c2ccc(NC(=O)CN3CCN(c4ccccc4OC)CC3)cc2)cc1	0.3	.	-5	.	3	-0.9	18	.	.	.
CCOC(=O)c1c(-c2ccc(-c3ccccc3)cc2)csc1NC(=O)CCN1CCOCC1	-0.5	-5	-2	-17	-12	2.7	18	-5	24	-8
C=CCNc1nc(-c2cccc(OC)c2O)nc2ccccc12	.	-5	-2	-19	20	2.0	1	-6	0.3	-15
CN(C)CCNC(=O)C(=O)C1C(=O)Nc2ccccc21 (stereo not drawn)	0.0	7	.	14	.	.	.	-3	.	.
COc1ccc(N2CCN(C(CNS(=O)(=O)c3cccs3)c3cccnc3)CC2)cc1 (stereo not drawn)	.	-6	-8	39	15	-0.1	15	3	1.2	25
CC(=O)c1c(C)[nH]c(C(=O)OC(C)C(=O)Nc2cc(S(=O)(=O)N3CCCCC3)ccc2Cl)c1C (stereo not drawn)	.	1	-5	4	-3	i	5	-2	-0.7	10
CC(C)CCN=CC1=C(O)CC(c2ccccc2)CC1=O (stereo not drawn)	0.6	8	-4	16	6	i	-11	4	2.4	-18
CN1CCCC1CCNS(=O)(=O)c1ccc(Br)cc1 (stereo not drawn)	.	-3	-2	18	2	0.9	-8	3	-1.1	0
Cc1cccc(C(=O)NCC2CCN(C(=O)c3cccc(C)c3)CC2)c1	1.5	1	2	10	10	-0.2	14	-2	0.8	-2
CCN(CC)CCNS(=O)(=O)c1ccc2c3c(cccc13)C(=O)N2	-8.1	4	4	8	2	-1.5	4	0	0.3	-1
O=S1(=O)CCOCCCN1Cc1cccc(F)c1	-2.6	3	-6	13	5	-0.3	-6	-1	4.6	-13
O=C(N/N=C/c1cc(Br)cs1)c1c[nH]c2ccccc12	-0.9	-21	-1	-30	6	-0.3	3	0	1.3	i
Cc1cccc(S(=O)(=O)NNC(=O)c2sc(C)nc2C)c1	-0.8	-2	0	2	0	-0.2	-4	3	-1.0	-5
CCOC(=O)C(C)Sc1ccc2nnc(CCNS(=O)(=O)c3ccccc3)n2n1 (stereo not drawn)	0.1	1	-2	34	3	-0.3	2	8	-0.8	-8
CC(=O)Nc1cc(C(=O)N2CCC3(CC2)OCCO3)ccc1S(=O)(=O)c1ccc(C)cc1	0.1	5	0	10	2	.	7	0	0.9	-14
COc1ccccc1N1CCN(C(=O)c2cc(=O)c3cc(C)cc(C)c3o2)CC1	0.5	-1	-8	.	10	i	50	-1	-0.2	-3
Cc1ccc(/C=N/N2CCN(C3c4ccccc4-c4ccccc43)CC2)s1	1.1	5	0	12	-5	-0.2	5	4	-1.2	.
COc1cccc(N2CCN(Cc3cccnc3)CC2)c1	.	7	-4	27	5	-0.2	9	-3	-0.3	1
CN(C)S(=O)(=O)c1ccc(Cl)c(NC(=O)c2ccncc2)c1	.	7	-1	0	3	i	0	2	-0.8	10

Following part
SMILES	TcdB GH inh	Rv3671c inh	Anthrax LF inh2	DUSP3 inh	MazEF act	BH1578 lux ind	Y pestis TopoI	3CLpro inhibitor	PfHsp40 rescue	PriA SSB inh
COCCNC(=O)c1ccc(Cl)c(Cl)c1	-0.1	6	1	10	-6	i	0	-8	-1.5	-10
CC1(C)OC1COc1c2occc2cc2ccc(=O)oc12 (stereo not drawn)	1.0	3	2	5	2	2.2	-1	-6	0.4	2
CC(C)Oc1ccc(C(=O)N(Cc2ccco2)C2CCS(=O)(=O)C2)cc1 (stereo not drawn)	0.8	3	0	19	-6	-7.1	-3	4	0.8	-10
O=C(Cc1ccc(Cl)cc1)NCC(=O)N1CCCCC1	0.1	6	0	-19	9	1.4	20	1	7.8	4
O=[N+]([O-])c1cccc(-c2ccc(/C=N/Nc3nc(N4CCCCC4)nc(N4CCCCC4)n3)o2)c1	-0.2	-8	-3	5	-5	-0.3	-3	5	-1.2	i
COc1ccc(-c2coc3cc(OC)cc(OC)c3c2=O)cc1	1.2	-3	7	26	1	-0.4	26	-3	3.4	-3
O=C1[C@H]2[C@@H](/C=C/c3ccccc3)N3C(=O)CN(CC4CC4)C(=O)[C@@]3(Cc3ccccc3)[C@H]2C(=O)N1c1ccccc1	0.4	-5	1	32	-8	-2.2	3	2	0.2	-11
Cc1cc(C)c(NS(=O)(=O)c2ccc(NC(=O)CCC(=O)O)cc2)c(C)c1	-1.4	4	4	15	-18	-0.1	31	2	3.4	-6
CC(C)C(CO)NC(=O)CC(=O)NC(CO)C(C)C (stereo not drawn)	-0.4	-9	0	4	-2	-1.7	1	0	-0.4	-4
CCc1ccc(NC(=O)Cn2nnc(C(=O)NCc3ccco3)c2N)cc1	-4.6	-1	-3	0	8	0.0	-4	2	-1.1	-8

A portion of the library, so the mix of outcomes need not match the whole.
